# MC4R antagonist: MC4R antagonists of cAMP signaling, primary screen, cell-based, TR-FRET, antagonist arm of biased-ligand search | inhibition, % at 6.5 µM | MC4R-expressing cells, MTII-stimulated cAMP, LANCE TR-FRET | 0.48% of 360,000 active | Melanocortin receptor 4 (Homo sapiens), P32245;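 active = inhibition above its plate's cutoff, the mean of tested wells on that plate plus 3 SD, cut at about 29% in these data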;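 also: 0% = Melanotan II alone and 100% = Melanotan II plus saturating MCL0020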
#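 System: U2OS cells stably expressing human melanocortin 4 receptor (MC4R). Reagent: Melanotan II challenge after compound preincubation. Doses: 6.5 µM. Times: 30-min compound, 1-h challenge, 1-h detection, room temperature. Measured by: TR-FRET with Eu-cAMP and labeled anti-cAMP, 671 nm. Replicates: singlicate.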
# aDG glyco act: activators of alpha-DG glycosylation, primary screen, uHTS, Pro5-aDG cells, AlphaScreen; alpha-DG glycosylation AlphaScreen (IIH6); 0% Pro5, 100% B10-LARGE cell signal; 0.22% of 360,000 active; AID 624168, 2012; activation, % at 10 µM;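 active = activation of at least 8% versus controls, or a plate z-score of at least 8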;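 also: Pro5 are CHO cells carrying HIG-tagged alpha-DG that lacks glycosylation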
# MC4R ag barr: MC4R agonists recruiting beta-arrestin, primary screen, cell-based, luminescence, agonist arm of biased-ligand search; 0.98% of 360,000 active; U2OS MC4R beta-arrestin complementation; percent of melanotan II response, DMSO zero; activation, % at 8.9 µM; Melanocortin receptor 4 (Homo sapiens), P32245;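 active = activation above a per-plate cutoff, the mean activation of sample wells on that plate plus 3 SD, cut at about 8% in these data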
# hiPSC survival: enhancers of single-cell hiPSC survival, primary screen, ATPlite luminescence. 100% = ROCK inhibitor wells, 0% = DMSO. survival enhancement, % at 20 µM. 0.044% of 360,000 active. AID 602274, 2012; in the data active = survival enhancement above about 18%;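 also: cells exposed to compounds for 16 hours before the ATP read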
# ABCB6 inh MLPCN: ABCB6 transporter inhibitors, primary screen, K562-ABCB6 cells, flow cytometry, MLPCN library | ATP-binding cassette sub-family B member 6 (Homo sapiens), Q9NP58 | K562-ABCB6 porphyrin accumulation, 1 h; active compounds read low | fluorescence ratio to DMSO, % at 10 µM | 0.19% of 360,000 active | AID 602162, 2011;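 active = fluorescence ratio to DMSO below 75%, the collection mean minus 3 SD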;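 also: signal is porphyrin accumulated inside mitochondria; 100% equals median channel fluorescence of DMSO control wells; lower ratio means ABCB6 inhibition with less porphyrin fluorescence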
# H9c2 protect: cardioprotection against H2O2-induced cell death, primary screen, uHTS, H9c2 cells, ATPLite luminescence; protection from H2O2 cell death, % at 20 µM; H9c2 cardiomyocytes, H2O2 injury protection, 2 h; 0.63% of 360,000 active;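 active = compounds giving at least 50% protection of heart cells from peroxide-induced death in the single-dose screen, raw or plate-pattern-corrected value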;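 also: 0% = DMSO wells with peroxide and 100% = DMSO wells without peroxide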
# ABHD5-PLIN5 inh: ABHD5-PLIN5 interaction inhibitors, primary screen, cell lysate, split luciferase complementation, luminescence; Perilipin-5 (Homo sapiens) + 1-acylglycerol-3-phosphate O-acyltransferase ABHD5 (Homo …; Split G. princeps luciferase complementation, 4 h; inhibition, % at 4 µM; 0.78% of 360,000 active; AID 602281, 2012;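 active = inhibition above the mean inhibition across every tested compound plus 3 SD, cut at about 22% in these data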;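 also: 0% = DMSO only wells and the 100% control is not disclosed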
# Target sequence (Q00G26 whole entry, looked up): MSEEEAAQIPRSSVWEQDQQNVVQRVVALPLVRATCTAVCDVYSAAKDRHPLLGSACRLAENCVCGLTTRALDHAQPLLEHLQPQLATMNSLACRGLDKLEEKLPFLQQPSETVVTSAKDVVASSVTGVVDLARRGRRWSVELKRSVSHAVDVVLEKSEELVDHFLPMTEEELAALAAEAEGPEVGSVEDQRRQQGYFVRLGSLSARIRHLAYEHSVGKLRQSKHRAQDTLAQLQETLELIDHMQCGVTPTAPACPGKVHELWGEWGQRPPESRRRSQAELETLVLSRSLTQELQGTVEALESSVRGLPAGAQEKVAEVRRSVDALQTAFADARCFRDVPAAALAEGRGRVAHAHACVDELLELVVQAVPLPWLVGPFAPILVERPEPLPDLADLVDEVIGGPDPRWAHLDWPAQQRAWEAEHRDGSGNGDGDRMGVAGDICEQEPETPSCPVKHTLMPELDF
# Target sequence (Q8WTS1 whole entry, looked up): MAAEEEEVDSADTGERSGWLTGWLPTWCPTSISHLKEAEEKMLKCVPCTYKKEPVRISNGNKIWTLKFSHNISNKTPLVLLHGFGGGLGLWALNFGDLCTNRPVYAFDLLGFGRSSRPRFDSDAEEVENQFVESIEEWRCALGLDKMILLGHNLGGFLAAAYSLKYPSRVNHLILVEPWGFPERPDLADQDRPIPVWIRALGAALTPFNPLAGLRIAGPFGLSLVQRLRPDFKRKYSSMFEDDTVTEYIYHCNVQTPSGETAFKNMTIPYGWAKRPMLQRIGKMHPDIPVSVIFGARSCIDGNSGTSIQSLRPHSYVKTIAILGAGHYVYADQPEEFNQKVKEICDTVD
# m5-HT2A agonist: mouse Htr2a agonists via beta-arrestin recruitment, primary screen, cell-based, luminescence; 5-hydroxytryptamine receptor 2A (Mus musculus), P35363; CHO-K1 mHTR2A beta-arrestin complementation; percent of 30 µM serotonin response; activation, % at 7.6 µM; 0.66% of 360,000 active; AID 624169, 2012;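 active = activation above a run cutoff, the mean activation of all tested compounds plus 3 SD, cut at about 14% in these data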;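 also: 0% = plate median of compound wells and 100% = 30 µM serotonin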
# Granule exo inh: LAMP-1 surface exposure blockers, TALL-104 cells – cell-based, flow cytometry, MLPCN library, primary screen | TALL-104 LAMP-1 surface exposure; cells stimulated with thapsigargin and PMA | inhibition, % at 10 µM | 0.66% of 360,000 active;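 active = inhibition above about 55%, limit read from the data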
# Glyco luc inh: increase of ERlucT glycosylation luciferase signal, primary screen, N-linked glycosylation inhibitor project, D54 ERlucT cells, luminescence, set 2. D54 ERlucT glycosylation luciferase reporter, 24 h; percent of 100 nM tunicamycin response. reporter increase, % at 12.5 µM. 0.23% of 360,000 active. AID 588692, 2011;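 active = mean luciferase reporter signal, scaled so untreated is 0 and the glycosylation-blocking control 100, at or above a set limit in every replicate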;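 also: luciferase carries N-glycosylation sites so blocking glycosylation raises the light; 0% = median of neutral control wells and 100% = median of 100 nM tunicamycin wells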
# Numbers without * were called inactive; · = not tested or not shown.
SMILES,MC4R antagonist,aDG glyco act,MC4R ag barr,hiPSC survival,ABCB6 inh MLPCN,H9c2 protect,ABHD5-PLIN5 inh,m5-HT2A agonist,Granule exo inh,Glyco luc inh
Cc1ccc(-c2cc(C(=O)Nc3nccs3)c3ccccc3n2)c(C)c1,-2,-0.5,0.4,6.1,91,13,1,10,0,0
COC(=O)CCC(=O)OC1(C)C(=O)C=C2C=C(C3CC3)N(Cc3ccc(OC)cc3)C=C2C1=O (stereo not drawn),-4,-0.1,-1.4,-0.4,101,1,-15,-3,-4,5
CCOC(=O)c1cn2nc(N3CCCCC3)ccc2n1,-2,0.1,-1.5,-0.8,101,-12,-3,6,-1,-16
CCOC(=O)COc1ccc(S(=O)(=O)N2CCN(c3ccccc3)CC2)cc1,-2,-0.2,2.6,0.4,97,-25,7,-2,3,3
O=[N+]([O-])c1ccccc1NCCNc1ncc(C(F)(F)F)cc1Cl,-5,0.2,1.7,-0.7,83,-14,-22,0,-4,1
CCOC(=O)c1nnn2c1nc(Nc1cccc(C(F)(F)F)c1)c1ccccc12,1,0.3,-1.1,-0.6,96,-1,-4,-5,-15,8
Cc1cc2oc(C(=O)N(Cc3ccccc3)C3CCS(=O)(=O)C3)cc(=O)c2cc1Cl (stereo not drawn),30*,0.0,1.0,-2.5,98,2,-2,-2,-4,4
COc1ccc(S(=O)(=O)N2CCOC2CNC(=O)C(=O)NCc2ccncc2)cc1 (stereo not drawn),4,-0.3,-2.3,-0.6,93,5,4,-2,0,0
CC(=O)c1c(C)[nH]c(C(=O)OCC(=O)Nc2cc(S(=O)(=O)N3CCCC3)ccc2Cl)c1C,7,2.0,-0.4,0.0,97,-9,-1,7,-6,4
COc1ccccc1CCC(=O)OCC(=O)NC1CC1,4,0.0,-1.4,0.3,100,-4,-10,-3,2,-1
COc1ccc(F)cc1S(=O)(=O)NC1CCCCCC1,5,0.1,-0.7,-1.5,100,-10,-3,5,2,0
CC(C)(C)OC(=O)C[C@H]1C/C=C\C[C@H](CC(=O)N[C@H](CO)Cc2ccccc2)C(=O)N[C@H](Cc2ccccc2)COC1=O,20,0.2,2.1,3.0,97,58*,-12,-1,1,-1
CN(C)CCN1C(=O)C2C3C=CC(C3)C2C1=O (stereo not drawn),0,-0.5,0.4,-3.2,104,0,0,-1,-4,2
CC1(C)CC(=O)C=C(NCc2ccc(Cl)c(Cl)c2)C1,4,0.1,-0.6,-1.5,91,4,10,-5,2,0
CCOc1ccc(/C=N/NC(=O)c2cc3c(OC)cc(OC)cc3[nH]2)cc1OC,13,-0.1,-0.3,1.0,100,45,6,4,14,1
O=C(Nc1ccc2c(c1)OCO2)c1cc(-c2ccncc2)nc2ccccc12,12,-0.3,1.2,-0.6,106,3,5,-4,1,11
CCOc1ncccc1C(=O)OCC(=O)Nc1cc(S(=O)(=O)N2CCOCC2)ccc1Cl,19,0.5,-1.1,-0.7,99,10,0,6,-2,0
CCOc1ccc(NC(=O)CCN2C(=S)NC(C)(C)CC2C)cc1 (stereo not drawn),-1,0.4,0.9,-0.2,99,8,-6,1,-4,3
Cc1cc(N2CCN(C)CC2)nc2ccc(NC(=O)c3ccccc3F)cc12,-2,0.2,-3.1,0.0,95,7,4,-7,0,-2
CCN(CC)c1ncnc2c1ncn2[C@H]1CN(Cc2ccc(-c3ccccc3)cc2)C[C@@H](CO)O1,0,1.1,2.8,-1.5,96,2,-11,3,5,-2
CCOc1ccc(-n2c(=S)sc3c(=O)[nH]c(SCC(=O)NC(C)CC)nc32)cc1 (stereo not drawn),10,-0.1,0.8,2.5,103,-5,9,8,2,2
C/C(=N\N1CCN(c2ccc(Cl)cc2)CC1)c1cccs1,0,0.0,-2.8,-0.8,100,0,-5,-1,-5,-2
CC1CCCC(NC(=O)CNC(=S)N(Cc2ccccc2)Cc2cccs2)C1C (stereo not drawn),-1,0.1,2.8,-0.5,95,-2,-7,-1,4,-8
CC(C)C[C@@H]1CC2=C(C(=O)OC(C)(C)O2)[C@H](CCc2ccccc2)O1,·,0.0,·,-0.9,95,·,-8,-2,-6,·

# Sorted by heavy-atom count (descending): some entries from above.
SMILES,MC4R antagonist,aDG glyco act,MC4R ag barr,hiPSC survival,ABCB6 inh MLPCN,H9c2 protect,ABHD5-PLIN5 inh,m5-HT2A agonist,Granule exo inh,Glyco luc inh
CC(C)(C)OC(=O)C[C@H]1C/C=C\C[C@H](CC(=O)N[C@H](CO)Cc2ccccc2)C(=O)N[C@H](Cc2ccccc2)COC1=O,20,0.2,2.1,3.0,97,58*,-12,-1,1,-1
COC(=O)CCC(=O)OC1(C)C(=O)C=C2C=C(C3CC3)N(Cc3ccc(OC)cc3)C=C2C1=O (stereo not drawn),-4,-0.1,-1.4,-0.4,101,1,-15,-3,-4,5
Cc1cc2oc(C(=O)N(Cc3ccccc3)C3CCS(=O)(=O)C3)cc(=O)c2cc1Cl (stereo not drawn),30*,0.0,1.0,-2.5,98,2,-2,-2,-4,4
CCOc1ccc(/C=N/NC(=O)c2cc3c(OC)cc(OC)cc3[nH]2)cc1OC,13,-0.1,-0.3,1.0,100,45,6,4,14,1
CCOC(=O)COc1ccc(S(=O)(=O)N2CCN(c3ccccc3)CC2)cc1,-2,-0.2,2.6,0.4,97,-25,7,-2,3,3
Cc1ccc(-c2cc(C(=O)Nc3nccs3)c3ccccc3n2)c(C)c1,-2,-0.5,0.4,6.1,91,13,1,10,0,0
CC(C)C[C@@H]1CC2=C(C(=O)OC(C)(C)O2)[C@H](CCc2ccccc2)O1,·,0.0,·,-0.9,95,·,-8,-2,-6,·
O=[N+]([O-])c1ccccc1NCCNc1ncc(C(F)(F)F)cc1Cl,-5,0.2,1.7,-0.7,83,-14,-22,0,-4,1
C/C(=N\N1CCN(c2ccc(Cl)cc2)CC1)c1cccs1,0,0.0,-2.8,-0.8,100,0,-5,-1,-5,-2
COc1ccc(F)cc1S(=O)(=O)NC1CCCCCC1,5,0.1,-0.7,-1.5,100,-10,-3,5,2,0
CC1(C)CC(=O)C=C(NCc2ccc(Cl)c(Cl)c2)C1,4,0.1,-0.6,-1.5,91,4,10,-5,2,0
CN(C)CCN1C(=O)C2C3C=CC(C3)C2C1=O (stereo not drawn),0,-0.5,0.4,-3.2,104,0,0,-1,-4,2

# Fetched by structure from the list above (2):
SMILES,MC4R antagonist,aDG glyco act,MC4R ag barr,hiPSC survival,ABCB6 inh MLPCN,H9c2 protect,ABHD5-PLIN5 inh,m5-HT2A agonist,Granule exo inh,Glyco luc inh
CCOc1ccc(NC(=O)CCN2C(=S)NC(C)(C)CC2C)cc1 (stereo not drawn),-1,0.4,0.9,-0.2,99,8,-6,1,-4,3
Cc1cc(N2CCN(C)CC2)nc2ccc(NC(=O)c3ccccc3F)cc12,-2,0.2,-3.1,0.0,95,7,4,-7,0,-2
